# Yeast growth tox: Inhibits yeast growth, turbidity readout; AID 685; growth inhibition, % at 25 µM (by protocol); S. cerevisiae wild-type growth, A595 turbidity, 16 h; 0.3% of 30,000 active;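 active = mutant and wild-type yeast strains alike exhibit over 30% growth inhibition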;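 note: 0% = untreated cell controls and 100% = YPD media blanks without cells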
#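 system = S. cerevisiae wild-type or eIF2Bepsilon-R284H mutant strain | buffer or medium = YPD medium | dosing = one dose, 25 µM compound, 0.2% DMSO | schedule = 16 h at 30 °C | measured by = A595 turbidity | evaluation = growth inhibition (%) versus cell controls and blanks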
# eIF2B yeast act: eIF2B (yeast) activity modulation; S. cerevisiae eIF2B-epsilon R284H, GCN4-lacZ luminescence; inhibition, % at 25 µM (by protocol); 0.91% of 27,000 active; AID 688;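 active = mutant luminescence inhibited past about 50% while wild type luminescence and mutant growth stay under set limits, limit read from the data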; note: some compounds called inactive have numbers as strong as hits
#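 Assay system: yeast eIF2B-epsilon R284H mutant carrying GCN4–beta-galactosidase fusion / Buffer or medium: YPD / Incubation: 16 h growth with compound at 30 °C, 90 min Beta-Glo step / Detection: Beta-Glo luminescence after Z-buffer lysis, growth by 595 nm absorbance / Read-out: % inhibition of reporter signal and growth versus controls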
# Yeast growth tox inhibition %: further read-out of Yeast growth tox, marked with its call; growth inhibition, %; S. cerevisiae eIF2Bepsilon-R284H mutant growth, A595 turbidity, 16 h;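 each compound tested once at 25 µM; 0% equals untreated cells and 100% equals cell-free medium blanks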
# eIF2B yeast act mutant toxicity: recorded beside eIF2B yeast act, whose call it bears; growth inhibition, %; measured here: mutant yeast growth, toxicity;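 each compound tested once at 25 µM; zero equals untreated control growth and 100 equals blank medium absorbance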
# Numbers without * were called inactive; . = not tested or not shown. These rows are one share of the data, so the mix of outcomes need not match the whole.
SMILES,Yeast growth tox,Yeast growth tox inhibition %,eIF2B yeast act,eIF2B yeast act mutant toxicity
CCNCCOC(c1ccccc1)c1ccccc1,3,-12,37,-12
COc1ccccc1-n1c(C)nnc1SCC(=O)Nc1cc(C)cc(C)c1,-25,-23,6,-23
CCOC(=O)Cn1cnc([N+](=O)[O-])n1,11,6,46,6
CCOC(=O)C1=C(N)Oc2ccc3ccccc3c2C1c1cccnc1 (stereo unspecified),-17,15,-13,15
CCCCN(CC)C(=O)Cn1c(=O)sc2ccccc21,15,24,32,24
O=c1c2c3c(sc2nc2n1CCCC2)CCCC3,.,.,5,.
Cc1nc(CNS(=O)(=O)c2cccc(F)c2)cs1,.,.,14,.
CCN=c1scc(C)n1/N=C/c1ccsc1,19,6,-14,6
CC(C)CCOC(=O)/C(=C/c1ccco1)NC(=O)/C=C/c1ccccc1,-36,-5,14,-5
CCOC(=O)C1=C(CSc2nnnn2C)N(C)C(=O)NC1c1ccccc1 (stereo unspecified),-8,-3,20,-3
O=C(COc1ccc(Br)cc1CO)Nc1ccc(F)cc1,-14,11,0,11
O=C(CSc1nnc(CN2CCOCC2)n1-c1ccc(Cl)cc1)Nc1ccc2c(c1)OCO2,1,8,15,8
O=C(CSCc1ccc(F)cc1)NC1CCCC1,-6,-20,-25,-20
COc1ccccc1Nc1nc(N)nc(CSCCO)n1,5,-5,-38,-5
CCOC(=O)c1c(C)n(C)c2ccc(OC)c(NC(=O)CN3CCC4(CC3)OCCO4)c12,6,-3,7,-3
COc1ccc2cc(S(=O)(=O)N3CCN(C)CC3)ccc2c1,-2,10,-2,10
COc1cccc(-c2nc(-c3ccccc3)no2)c1,.,.,7,.
COc1ccccc1OCC(=O)NCCc1nc2ccccc2[nH]1,-8,0,28,.
CCOC(=O)NC1(Nc2ccc(Cl)cn2)Oc2ccccc2O1,3,9,2,9
CCCn1nc(Oc2nc(SC)nc(N(C)C)n2)ccc1=O,18,3,36,3
COc1ccc(CCNC(=O)C2CCN(S(=O)(=O)N3CCCCC3)CC2)cc1OC,13,-18,18,-18
CCN(CC)Cc1cc(C(C)=O)ccc1OCC(C)C,3,34,-16,34
Cc1cc2cc3c(cc2nc1SCC(=O)O)OCCO3,-1,-7,22,-7
COc1ccc(CCNC(=O)C2CCCN2C(=O)Nc2cccc(C(C)=O)c2)cc1OC (stereo unspecified),21,26,12,26
COc1cc2[nH]c(=S)n(CCN3CCCCC3C)c(=O)c2cc1OC (stereo unspecified),9,13,2,13
Cc1ccc(-n2ncc3c(=O)[nH]c(SCC(=O)N4CCCc5ccccc54)nc32)cc1,13,-21,26,-21
CCOC(=O)N1CCN(c2c(N3CCN(c4cccc(C(F)(F)F)c4)CC3)c(=O)c2=O)CC1,3,-3,16,-3
CCC(Sc1ncccn1)C(=O)Nc1cc(C)on1 (stereo unspecified),14,6,-20,6
Cn1c(SCC(=O)c2ccc3c(c2)OCCO3)nnc1C1CC1,-1,-4,-19,-4
CCN(CC)C(=O)CSc1nnc(SCc2ccc(Cl)cc2)s1,5,-5,7,-5
CCCCOc1ccc(OCCCC)c2c1NC1(N2)C(=O)N(C(C)=O)c2ccccc21,-32,-29,41,-29
CCc1nnc2sc(-c3ccc(NC(=O)c4ccco4)cc3)nn12,5,-27,24,-27
CN(C)c1ccc(-n2cc3c(=O)n(C)c(=O)n(C)c3c2)cc1,14,7,14,7
Cc1cc(N)n2nc(C)c(-c3ccccc3)c2n1,4,23,-11,23
COC(=O)c1ccc(/C(O)=C(\C#N)c2nc3ccccc3s2)cc1,-6,-17,19,-17
CCOC(=O)c1c(C)n(C)c2ccc(OC(C)C(=O)OC)cc12 (stereo unspecified),-11,-2,-3,-2
CC(CCc1ccccc1)NC(=O)c1ccc(C(=O)NC(C)CCc2ccccc2)cc1 (stereo unspecified),-28,0,.,.
CCCCC(=O)Nc1ccc2c(c1)oc1ccccc12,11,11,-24,11
Cc1c(C2(c3c(C)n(C)n(-c4ccccc4)c3=O)C(=O)Nc3ccc(F)cc32)c(=O)n(-c2ccccc2)n1C,16,9,17,9
CC(=O)N=c1cccc(NC(C)=O)n1O,41,4,26,4

# An excerpt from above, limited to Yeast growth tox inhibition % and Yeast growth tox.
compound	Yeast growth tox inhibition %	Yeast growth tox
Cc1c(C2(c3c(C)n(C)n(-c4ccccc4)c3=O)C(=O)Nc3ccc(F)cc32)c(=O)n(-c2ccccc2)n1C	9	16
CC(CCc1ccccc1)NC(=O)c1ccc(C(=O)NC(C)CCc2ccccc2)cc1 (stereo unspecified)	0	-28

# Next part.
SMILES,Yeast growth tox,Yeast growth tox inhibition %,eIF2B yeast act,eIF2B yeast act mutant toxicity
CCOc1ccc(N(CC(=O)NCC2CCCO2)S(=O)(=O)c2ccc(SC)cc2)cc1 (stereo unspecified),0,3,.,.
CCn1c(SCc2nc3ccccc3s2)nnc1-c1ccccc1,7,11,.,.
O=C(/C=C/c1ccco1)NC(=S)NNC(=O)c1ccco1,9,4,22,4
CCc1nnc(-n2nc(C)cc2-c2ccccc2)n1N,-17,-12,-24,-12
Cc1nc(C)c(C(=O)NCc2ccccc2Cl)o1,-22,-22,4,-22
Cn1c(NC(=O)c2ccco2)c(-c2ccc(Cl)cc2)c(=O)c2ccccc21,18,16,.,.
Cc1oc2c(CN3CCOCC3)c(O)ccc2c(=O)c1-c1ccccc1,6,15,-15,15
COc1ccc(NC(=O)c2coc3ccccc23)cc1OC,13,33,-9,33
COCCNC(=O)CN(c1ccccc1OC)S(C)(=O)=O,25,8,22,8
Cc1cccc2cc(CN(Cc3ccc(F)cc3)C(=O)C(F)(F)F)c3nnnn3c12,12,-16,1,-16
NS(=O)(=O)c1ccc(NC(=O)C2COc3ccccc3O2)cc1 (stereo unspecified),-3,18,.,.
CC1(C)C(N(O)C(=O)Nc2ccccc2)N(c2cccc(Cl)c2)C(=O)N1O (stereo unspecified),4,-11,21,-11
CC(C)Cn1c(=O)c2c(nc3n2CCCN3CCc2ccccc2)n(C)c1=O,1,24,14,24
C=CCNC(=O)c1oc2ccc(S(=O)(=O)N(CC)CC)cc2c1C,-20,-5,17,-5
Cc1ccc(C(C)C)c(OCC(=O)Nn2c(C)nc3ccccc3c2=O)c1,30,10,11,10
O=C(NCCc1c[nH]c2ccccc12)c1cc2sccc2n1Cc1ccccc1,14,12,22,12
OC(c1cccnc1)c1cccs1 (stereo unspecified),-5,-5,5,-5
O=C(O)CCC(NC(=O)C(Cc1ccc2c(c1)OCO2)NC(=O)c1ccccc1)C(=O)O (stereo unspecified),5,16,19,16
Cc1ccc2nc3sc(C(=O)NCc4ccco4)c(N)c3cc2c1,-20,-52,17,-52
Cc1ccc(CNc2oc(-c3cccs3)nc2C#N)cc1,.,.,29,.

# Brought forward from above: six entries; new compounds follow.
SMILES,Yeast growth tox,Yeast growth tox inhibition %,eIF2B yeast act,eIF2B yeast act mutant toxicity
Cc1ccc(C(C)C)c(OCC(=O)Nn2c(C)nc3ccccc3c2=O)c1,30,10,11,10
O=C(NCCc1c[nH]c2ccccc12)c1cc2sccc2n1Cc1ccccc1,14,12,22,12
OC(c1cccnc1)c1cccs1 (stereo unspecified),-5,-5,5,-5
O=C(O)CCC(NC(=O)C(Cc1ccc2c(c1)OCO2)NC(=O)c1ccccc1)C(=O)O (stereo unspecified),5,16,19,16
Cc1ccc2nc3sc(C(=O)NCc4ccco4)c(N)c3cc2c1,-20,-52,17,-52
Cc1ccc(CNc2oc(-c3cccs3)nc2C#N)cc1,.,.,29,.
COc1ccc(C2NCCO2)cc1OC (stereo unspecified),2,-5,9,-5
COCCNC(=O)CSc1nc2c(n1-c1ccccc1)CCCC2,-7,-5,17,-5
COc1cccc(-c2cnc(NCc3cc(Cl)ccc3O)n2C)c1,6,8,1,8
Cn1c(-c2ccc(Br)cc2)cnc1NCc1cccnc1,-15,5,7,5
CCC1SC2=NC(C)=C(C(=O)OC)C(c3cccs3)N2C1=O (stereo unspecified),13,4,17,4
CCC(C)c1ccc(NC(=O)c2cccs2)cc1 (stereo unspecified),7,6,25,6
NS(=O)(=O)c1ccc(CCNc2nc(CN3CCOCC3)nc3sc4c(c23)CCC4)cc1,-9,3,-32,3
COc1ccc(-c2c(C)nn(-c3ccccc3)c2N)cc1OC,.,.,25,.
COc1ccccc1CNC(=O)Cn1nnc(-c2ccncc2)n1,.,.,-24,.
CC(NC(=O)CSc1nc2c(c(C(F)(F)F)n1)CCc1ccccc1-2)c1ccccc1 (stereo unspecified),.,.,-6,.
C=CCn1c(Cc2cccs2)nnc1SCC(=O)Nc1ccc(OC)cc1,-1,-29,12,-29
Cc1ccc(N2CC(C(=O)NCCCn3ccnc3)CC2=O)cc1 (stereo unspecified),4,0,13,.
O=c1cc(O)n(-c2ccccc2)c(=S)[nH]1,-10,-8,25,-8
O=C(NCCc1ccccc1)c1cc2sccc2n1Cc1ccccc1,48,-23,25,-23
O=C(NCC1CCCO1)C(C(=O)c1ccc(F)cc1)n1ccccc1=O (stereo unspecified),1,0,11,.
O=C(CCn1nnc2ccccc21)Nc1nnc(Cc2ccc(F)cc2)s1,5,-11,3,-11
O=C(Cc1ccc(-n2cccc2)cc1)NC1CCCCCC1,1,5,39,5
CC(=O)N1CCN=C1SCc1cccc(C(F)(F)F)c1,41,11,0,11
CCC(c1nnc(SCC(=O)NC23CC4CC(CC(C4)C2)C3)o1)N(C)C (stereo unspecified),-4,11,.,.
O=C(Cn1nc(C(F)(F)F)c2c1CCC2)NCc1ccc(Cl)cc1,.,.,10,.
CC(=O)c1cc(C)ccc1OC(=O)c1cccnc1,.,.,-34,.
O=C1CC(c2cccs2)c2cc3c(cc2N1)OCCO3 (stereo unspecified),32,0,-16,.
CCn1cc(C(=O)Nc2nncs2)c(=O)c2cc(F)c(N3CCN(C(=O)c4ccco4)CC3)cc21,-20,-38,12,-38
Cc1ccc(OCC(=O)Nc2ccccc2N2CCOCC2)c(C)c1,10,0,-26,.
COc1ccccc1CCNC(=O)CCSc1nc(-c2ccco2)cc(C(F)(F)F)n1,-22,-8,25,-8
COc1ccc(Oc2cc(C)c3cccc(C)c3n2)cc1,3,10,18,10
CCOC(=O)C1C(=O)CC(C)(O)C(C(=O)OCC)C1c1ccc(Br)cc1 (stereo unspecified),5,-6,18,-6
COc1ccc(CCNC(=O)c2ccc(N3CCCC3=O)cc2)cc1OC,-10,0,56*,.
O=C(COC(=O)c1cncc(Br)c1)NC1CC1,14,7,.,.
CCCCOC(=O)c1ccc(NC(=O)Nc2ccc(OC)c(OC)c2)cc1,5,3,9,3
c1ccc(-c2nnc(-c3ccccn3)nn2)nc1,18,0,38,.
COC(=O)c1ccc(C(=O)OC)c(NC(=O)c2oc(C)nc2C)c1,2,-30,27,-30
Cc1ccc(NC(=O)CN2CCC(C(=O)c3ccc(F)cc3)CC2)cc1,12,-11,-7,-11
Cc1cc(Cl)c(S(=O)(=O)NC2CCCCC2)cc1OCC(=O)Nc1nncs1,.,.,13,.
N#CC1=C(N)Oc2n[nH]c(-c3cccs3)c2C1c1cccnc1 (stereo unspecified),-11,-12,25,-12
CCN(CC)CCNC(=O)CCn1c(=S)[nH]c2cc3c(cc2c1=O)OCO3,-1,0,16,.
CCOc1cc(C)nc(N2CCN(C3CCCCC3)CC2)n1,0,-14,21,-14
Nn1c(SCc2nc3ccccc3[nH]2)nnc1C1CCCCC1,11,4,24,4
CCCCN(CC)C(=O)CN1C(=O)c2ccccc2C1=O,29,3,15,3
C#Cc1ccc(C(=O)Nc2cc(C(N)=O)ccc2N2CCOCC2)cc1,-14,-14,34,-14

# Shown with each value named: part of the list above.
SMILES: Cc1nc(C)c(C(=O)NCc2ccccc2Cl)o1
  Yeast growth tox: -22
  Yeast growth tox inhibition %: -22
  eIF2B yeast act: 4
  eIF2B yeast act mutant toxicity: -22

SMILES: Cn1c(NC(=O)c2ccco2)c(-c2ccc(Cl)cc2)c(=O)c2ccccc21
  Yeast growth tox: 18
  Yeast growth tox inhibition %: 16
  eIF2B yeast act: .
  eIF2B yeast act mutant toxicity: .

# New compounds follow.
SMILES,Yeast growth tox,Yeast growth tox inhibition %,eIF2B yeast act,eIF2B yeast act mutant toxicity
Cc1cc(C)cc(OCc2ccc(C(=O)O)o2)c1,-2,-11,21,-11
Cc1ccc(Nc2nc(CSc3nnnn3-c3ccccc3)cc(=O)[nH]2)cc1,.,.,16,.
Cc1ccc(C(=O)/C=C/c2cn(CN3CCN(C)CC3)c3ccccc23)cc1,2,29,10,29
COC(=O)Cn1c(CCS(=O)(=O)c2ccc(Cl)cc2)nc2ccccc21,23,16,.,.
COc1cc(C(=O)N2CCN(C/C=C/c3ccccc3)CC2)cc(OC)c1OC,1,14,-6,14
Cc1ccc(SCCC(=O)Nc2c(C)n(C)n(-c3ccccc3)c2=O)cc1,1,27,27,27
Cc1cc(C)c(C)c(OCc2nc(-c3cccnc3)no2)c1,-4,12,7,12
COC(=O)C1=C(C)NC(=O)NC1c1cccc(OC)c1OCc1ccccc1 (stereo unspecified),2,27,27,27
CC(=O)c1sc2nc(-c3cccs3)ccc2c1N,27,16,24,16
O=C(O)CSc1nc2c(c(=O)[nH]1)CCCC2,9,0,16,.
O=S(NCc1ccccc1)C12CC3CC(CC(C3)C1)C2 (stereo unspecified),4,-6,29,-6
O=C(Cc1ccc(-n2cccc2)cc1)N1CCN(c2ccccc2F)CC1,.,.,5,.

# Screening data deposited in PubChem by PCMD.
